AmpC det inh = AmpC beta-lactamase inhibition, detergent assay; P00811; purified AmpC, nitrocefin hydrolysis with detergent; Potency, µM (top dose mostly 28.7 µM), for inactives: at the highest dose activity change, negative = inhibition; 71,000 compounds, 0.09% hits; active means well fitted curve in the direction sought with a large enough effect
Target sequence (P00811 whole entry, looked up): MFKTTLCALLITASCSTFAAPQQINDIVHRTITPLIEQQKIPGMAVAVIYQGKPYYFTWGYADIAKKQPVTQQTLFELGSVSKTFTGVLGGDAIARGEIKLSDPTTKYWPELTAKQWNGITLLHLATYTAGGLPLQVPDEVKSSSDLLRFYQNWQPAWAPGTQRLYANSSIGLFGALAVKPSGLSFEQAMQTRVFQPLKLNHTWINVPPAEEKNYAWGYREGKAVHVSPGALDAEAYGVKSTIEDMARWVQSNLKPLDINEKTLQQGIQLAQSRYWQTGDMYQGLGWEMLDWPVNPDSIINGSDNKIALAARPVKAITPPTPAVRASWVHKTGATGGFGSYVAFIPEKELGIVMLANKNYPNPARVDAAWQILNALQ
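E. coli AmpC (5.3 nM) in 20 mM phosphate pH 7.0 with 0.01% Triton X-100, preincubated 15 min RT with compound; nitrocefin (2 uL of 800 uM stock) hydrolysis followed by 480 nm absorbance every 20 s over 4 min.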
The depositor's hits bear a star; [ ] = another dose, or the depositor's remark. On the % scale 0 is the no-effect control and ±100 the full control effect; potency means the concentration at half of the fitted maximal effect.

For COc1cc(NC(=O)Cn2nnc(-c3ccncc3)n2)cc(OC)c1 the results were AmpC det inh -2%.
Screening C=C(C)c1cccc(C(C)(C)NC(=O)N2CC(C)OC(C)C2)c1 (configuration not stated) returned AmpC det inh -3%.
For N#Cc1cccc(-c2cn(S(=O)(=O)c3ccc(Cl)cc3)nc2N)c1 the results were AmpC det inh -4%.
CC(=O)N1CCc2cc(Br)cc(S(=O)(=O)NCC3CCCO3)c21 (configuration not stated) was read as AmpC det inh -3%.
`O=C(Nc1ccc(N2CCN(C(=O)c3ccco3)CC2)c(Cl)c1)c1c(F)c(F)c(F)c(F)c1F` gave AmpC det inh -3%.
For C=CCN1CC[C@]23c4c5ccc(O)c4O[C@@H]2C(=O)CC[C@@]3(O)[C@H]1C5 the results were AmpC det inh -2%.
CCCOc1ccc(C(=O)Nc2ccc(N3CCN(C(C)=O)CC3)cc2)cc1 was read as AmpC det inh 1%.
`COC(=O)Cn1c(C)c(C(C)=O)c(C(C)=O)c1C` gave AmpC det inh 2%.
For COc1c(C)cc(Br)cc1C(=O)Nc1ccc(N2CCN(S(C)(=O)=O)CC2)cc1 the results were AmpC det inh 12%.
Screening COC(=O)c1ccc2c(c1)nc(C)n2CCO returned AmpC det inh 3%.
For CCOC(=O)c1sc(=NC(=O)c2ccc(OC)c(OC)c2)n(C)c1C the results were AmpC det inh -1%.
For Cc1cccc(Nc2ccccc2C(=O)OCC(=O)N2CCOCC2)c1C the results were AmpC det inh 9%.
OC1(c2cccc(C(F)(F)F)c2)CCN(c2ccc(-c3ccccc3)nn2)CC1 was read as AmpC det inh 12%.
For CN(C)c1ccc(O)c2c1C[C@H]1C[C@H]3[C@@H](N(C)C)C(=O)C(C(N)=O)=C(O)[C@]3(O)C(=O)C1=C2O the results were AmpC det inh -6%[12.8 µM].
Screening CCN(CC)c1ccc(C2C(C(=O)Nc3ccccn3)=C(C)NC3=C2C(=O)CC(C)(C)C3)cc1 (configuration not stated) returned AmpC det inh 0%.
Cc1ccc(-n2c(SCC(=O)Nc3nccs3)nc3c(c2=O)SCC3)cc1 was read as AmpC det inh 9%.
`CCC/C=C(\CCC)C(NS(=O)(=O)c1cccc2cccnc12)c1ccc(C(=O)OC)cc1` (configuration not stated) gave AmpC det inh 2%.
`CCCCN1CN(S(=O)(=O)c2cccs2)c2nc3ccccc3nc21` gave AmpC det inh -4%.
`CCn1c(COc2ccccc2)nnc1SCC(=O)Nc1ccc2c(c1)OCCO2` gave AmpC det inh -3%.
`COc1ccc(Oc2ncc3nc(-c4cccs4)c(=O)n(Cc4cccc(OC)c4)c3n2)cc1` gave AmpC det inh 1%.
Screening COc1ccc(-c2cc(C(=O)Nc3cnn(Cc4ccccc4C)c3)no2)cc1OC returned AmpC det inh 17%.
`CCCCCC1CC(=O)N(Cc2ccc(Cl)cc2)C(=O)N1` (configuration not stated) gave AmpC det inh 0%.
`Ic1ccc2c(c1)N(c1ccccc1)c1cc(Nc3ccc4nc5ccc(I)cc5[n+](-c5ccccc5)c4c3)ccc1N2` gave AmpC det inh -3%[5.75 µM].
For N#C/C(=C1/CCCCCN1)c1nc2ccccc2s1 the results were AmpC det inh -6%.
`c1ccc2c(c1)CCC[C@@H]2C1=NCCN1` gave AmpC det inh -3%[12.8 µM].
Screening Cn1c(SCC(=O)C(C)(C)C)nnc1-c1cccnc1 returned AmpC det inh -5%.
For Cn1c(=O)[nH]c(=O)c2c1nc(N(CCO)Cc1ccccc1)n2CCCc1ccccc1 the results were AmpC det inh 14%.
`C[C@@]12CC[C@H](O)C[C@@H]1CC[C@H]1[C@@H]2C[C@@H](O)[C@]2(C)[C@@H](C3=CC(=O)OC3)CC[C@]12O` gave AmpC det inh -1%[12.8 µM].
Screening CC(C)OCCCNC(=O)CN1C(=O)CC(C)(C)S(=O)(=O)c2ccccc21 returned AmpC det inh 7%.
Screening CCCCCC(=O)Nc1cc(N(C)C)nc2ccccc12 returned AmpC det inh -1%.
For COc1ccccc1NC(=O)N1CCCC1C(=O)NC1CCCCC1 (configuration not stated) the results were AmpC det inh 10%.
`O=C(COC(=O)C12CC3CC(CC(C3)C1)C2)N1CCN(S(=O)(=O)c2ccccc2)CC1` gave AmpC det inh 9%.
`CC1CC(c2ccccc2)n2nc(NC(=O)c3ccco3)nc2N1` (configuration not stated) gave AmpC det inh -1%.
Screening CCC(=O)Nc1ccccc1C(=O)OCC(=O)Nc1ccc(S(N)(=O)=O)cc1 returned AmpC det inh -5%.
CN(C(=O)COC(=O)CNS(=O)(=O)/C=C/c1ccccc1)C1CCS(=O)(=O)C1 (configuration not stated) was read as AmpC det inh -2%.
Screening COc1ccc(NC(=O)N2CCCC3(CCN(C(=O)c4csnn4)CC3)C2)cc1 returned AmpC det inh -4%.
CC(C)N1C(=O)C2ON(c3ccccc3)C(c3cccs3)C2C1=O (configuration not stated) was read as AmpC det inh 7%.
`COc1cc(NS(=O)(=O)c2ccc(NC(=O)CSC3=NCCS3)cc2)nc(OC)n1` gave AmpC det inh -2%.
Screening COc1cc2c(cc1OC)C(c1ccc(C)o1)CC(=O)N2 (configuration not stated) returned AmpC det inh 6%.
COc1ccc(N2C(=O)CC(Nc3ccc(N4CCOCC4)cc3)C2=O)c(OC)c1 (configuration not stated) was read as AmpC det inh -4%.
For O=c1[nH]c(NC2CCCCC2)nnc1Cc1ccccc1 the results were AmpC det inh 0%.
`Cc1ccc2c(C)c(C(=O)Nc3nnc(C)s3)oc2c1` gave AmpC det inh -2%.
CC1(C)CC(=O)C2=C(C1)N(CCN1CCOCC1)C1=C(C(=O)CC(C)(C)C1)C2c1cccc(F)c1 was read as AmpC det inh -2%.
Screening COc1ccccc1-n1c(CNC(=O)c2ccc(S(=O)(=O)N3CCOCC3)cc2)n[nH]c1=S returned AmpC det inh -3%.
For O=C(CCCSc1nc2sc3c(c2c(=O)[nH]1)CCC3)NCCO the results were AmpC det inh 6%.
For C1=C(c2ccccc2)CCN(c2ncnc3nc[nH]c23)C1 the results were AmpC det inh 2%.
`CN1Cc2cc(C(=O)c3cc(Cl)cc(CSc4ncccn4)c3O)cnc2NC1=O` gave AmpC det inh -4%.
Screening COc1ccccc1Nc1nc(N)nc(CN2CCc3ccccc3C2)n1 returned AmpC det inh -5%.
`CC1Cc2ccccc2N1C(=O)CSc1nc(-c2ccco2)cc(C(F)(F)F)n1` (configuration not stated) gave AmpC det inh -4%.
Screening NCCNCCNCCN returned AmpC det inh 12%.

The closing 2 entries of the part above lead into the next:
`CC1Cc2ccccc2N1C(=O)CSc1nc(-c2ccco2)cc(C(F)(F)F)n1` (configuration not stated) gave AmpC det inh -4%.
Screening NCCNCCNCCN returned AmpC det inh 12%.
For O=C(CCCNS(=O)(=O)c1cccc2nsnc12)NCCc1ccccc1 the results were AmpC det inh -2%.
`C=CCn1c(=O)/c(=C/c2ccc(O)cc2)s/c1=C(/C#N)c1nnc2n1CCCCC2` gave AmpC det inh 17%.
CCOC(=O)c1sc(N(Cc2ccccc2)C(=O)CSc2nnc(C3CC3)n2N)nc1C was read as AmpC det inh -2%.
`CC(NC(=O)COc1ccccc1)C(=O)NC1=NCCS1` (configuration not stated) gave AmpC det inh 0%.
`CCOC(=O)c1sc2nc(N3CCOCC3)c3c(c2c1N)CCCC3` gave AmpC det inh -5%.
For COc1ccccc1N1CCN(S(=O)(=O)c2cn(C)c(=O)n(C)c2=O)CC1 the results were AmpC det inh 12%.
COC(=O)CSc1nc2cc(C)ccc2cc1C#N was read as AmpC det inh -1%.
Screening O=C(NCc1cccs1)[C@@H]1CSC2c3ccccc3C(=O)N21 (some centres not stated) returned AmpC det inh -2%.
Screening CC1CCCC(C)N1C(=O)c1cc(-c2ccc(Cl)c(Cl)c2)on1 (configuration not stated) returned AmpC det inh -5%.
For COc1ccc(Cl)cc1NC(=O)C1CCCN(S(=O)(=O)c2cccc3nonc23)C1 (configuration not stated) the results were AmpC det inh 14%.
CCN1CCN(Cc2c(C)[nH]c3ccc(C(=O)OC)cc3c2=O)CC1 was read as AmpC det inh -1%.
Screening CCOCCCNC(=O)C(c1ccccc1)N(Cc1ccc2c(c1)OCO2)C(=O)CNC(C)=O (configuration not stated) returned AmpC det inh -3%.
CCc1ccccc1NC(=O)c1onc(C)c1Cl was read as AmpC det inh 5%.
`CCN(CC)C(=O)Cn1ncc2c1-c1ccccc1OC2` gave AmpC det inh 11%.
CSc1nc(=O)n(-c2ccccc2)c(C)c1C(C)=O was read as AmpC det inh 6%.
`O=C(c1ccco1)N1CCN(C(=O)c2cc3c(=O)oc4ccccc4c3s2)CC1` gave AmpC det inh -3%.
For Cc1cc(C)nc(-n2c(Nc3ccccc3)cc(=O)c3c(C)n(-c4ccccc4)c(=O)nc32)n1 the results were AmpC det inh -2%.
Screening COC(=O)C1=C(C)n2nnnc2NC1c1cc2ccccc2o1 (configuration not stated) returned AmpC det inh -4%.
`Cn1c(=O)n(C)c2cc(S(=O)(=O)N3CCCc4ccccc43)ccc21` gave AmpC det inh -3%.
`O=C1/C(=N/n2cnnc2)c2ccccc2N1Cc1ccccc1` gave AmpC det inh -2%.
Screening COc1ccc(NC(=O)C(C)NS(=O)(=O)c2ccc(NC(C)=O)cc2)cc1Cl (configuration not stated) returned AmpC det inh 1%.
For CCC1=NC(c2ccccc2OC)N(O)C1(C)C (configuration not stated) the results were AmpC det inh -3%.
`COCc1cc(C)nc2sc(C(=O)N3CCCC3)c(N)c12` gave AmpC det inh -6%.
Screening CCN1CCCC1Cn1c(-c2ccccc2)nc2c(N(CCOC)CCOC)nc(C)nc21 (configuration not stated) returned AmpC det inh 15%.
`COc1cc(NS(=O)(=O)c2ccc(NC(C)=O)cc2)cc(OC)c1` gave AmpC det inh -3%.
`CC1CCN(C(=O)c2scc3c2OCCO3)CC1` gave AmpC det inh -1%.
Screening CCn1c(=O)n(CC(=O)NCc2ccccc2OC)c(=O)c2ccccc21 returned AmpC det inh 0%.
`CCc1ccc2nc(NC(=O)CSCc3c(C)noc3C)sc2c1` gave AmpC det inh -7%.
`Cc1nc2sc(C(c3ccco3)N3CCN(c4ccccc4)CC3)c(O)n2n1` (configuration not stated) gave AmpC det inh 10%.
Screening C=C(C)Cn1c(CCNC(=O)C(C)(C)C)nc2ccccc21 returned AmpC det inh -6%.
COc1ccc2c(c1)C(=NO)c1cc(OC)ccc1-2 was read as AmpC det inh -3%.
`COc1ccc(NC(=O)CSc2nc3c(c(=O)n2-c2ccc(F)cc2)SCC3)c(OC)c1` gave AmpC det inh 21%.
Cc1cc(C(=O)CSc2nnc(-c3cccc(F)c3)n2N)c(C)n1Cc1ccc2c(c1)OCO2 was read as AmpC det inh 9%.
Screening Cc1ccc2[nH]c(-c3ccccc3)cc(=O)c2c1 returned AmpC det inh -1%.
For N#Cc1nc(-c2ccc(F)cc2)oc1NCCN1CCOCC1 the results were AmpC det inh 14%.
`Cc1nc(NCCO)c2nnn(Cc3ccccc3F)c2n1` gave AmpC det inh 1%.
Screening O=C(O)c1ccc(S(=O)(=O)Cc2ccccc2)cc1 returned AmpC det inh -2%.
Screening CCCCOc1ccccc1C(=O)NCC(=O)O returned AmpC det inh -1%.
Screening COc1ccc(OC)c(-c2nnc(SCC(=O)NC3CCCCC3)o2)c1 returned AmpC det inh 6%.
Screening CSc1ccccc1C(=O)NCc1ccc2c(c1)OCO2 returned AmpC det inh -4%.

The list goes on; it opens with the 5 that closed the last part.
`Cc1nc(NCCO)c2nnn(Cc3ccccc3F)c2n1` gave AmpC det inh 1%.
Screening O=C(O)c1ccc(S(=O)(=O)Cc2ccccc2)cc1 returned AmpC det inh -2%.
Screening CCCCOc1ccccc1C(=O)NCC(=O)O returned AmpC det inh -1%.
Screening COc1ccc(OC)c(-c2nnc(SCC(=O)NC3CCCCC3)o2)c1 returned AmpC det inh 6%.
Screening CSc1ccccc1C(=O)NCc1ccc2c(c1)OCO2 returned AmpC det inh -4%.
`O=C(Nc1ccc(C(F)(F)F)cc1)C1CCCN1S(=O)(=O)c1cccc2cccnc12` (configuration not stated) gave AmpC det inh -6%.
Screening CCC(C)NC(=O)CCC(=O)Nc1ccc2nc(N3CCOCC3)cc(C)c2c1 (configuration not stated) returned AmpC det inh -4%.
Screening O=C(CSc1ncccn1)NCCc1ccccc1 returned AmpC det inh -2%.
`CCCc1cc(N2CCCC(C(=O)Nc3ccc(OC)cc3OC)C2)n2ncnc2n1` (configuration not stated) gave AmpC det inh 2%.
For Cc1cc(=O)n(-c2ccc3ccccc3n2)[nH]1 the results were AmpC det inh -1%.
For COc1cccc(-c2nnn(CC(=O)O)n2)c1 the results were AmpC det inh 0%.
CN(C)c1nc(N)nc(CSc2nc3cc(Cl)ccc3o2)n1 was read as AmpC det inh -5%.
`CC1(C)Cc2ccccc2-c2nnc(-c3ccccn3)n21` gave AmpC det inh 1%.
For Cn1c(SCC(=O)NCc2cccs2)nnc1-c1ccncc1 the results were AmpC det inh 1%.
COc1ccccc1Nc1ccc(C(=O)NC2CCCCC2)cn1 was read as AmpC det inh 10%.
`CN1[C@@H](c2ccccc2)CC(=NO)C[C@H]1c1ccccc1` gave AmpC det inh -2%[5.75 µM].
`CN1[C@H]2CC(=O)C[C@@H]1[C@@H](O)C2` gave AmpC det inh 0%[12.8 µM].

Seven structures from above, arranged by count of non-hydrogen atoms, rising.
`CN1[C@H]2CC(=O)C[C@@H]1[C@@H](O)C2` gave AmpC det inh 0%[12.8 µM].
Screening O=C(CSc1ncccn1)NCCc1ccccc1 returned AmpC det inh -2%.
CN(C)c1nc(N)nc(CSc2nc3cc(Cl)ccc3o2)n1 was read as AmpC det inh -5%.
For Cn1c(SCC(=O)NCc2cccs2)nnc1-c1ccncc1 the results were AmpC det inh 1%.
COc1ccccc1Nc1ccc(C(=O)NC2CCCCC2)cn1 was read as AmpC det inh 10%.
Screening CCC(C)NC(=O)CCC(=O)Nc1ccc2nc(N3CCOCC3)cc(C)c2c1 (configuration not stated) returned AmpC det inh -4%.
`O=C(Nc1ccc(C(F)(F)F)cc1)C1CCCN1S(=O)(=O)c1cccc2cccnc12` (configuration not stated) gave AmpC det inh -6%.

Screens (PubChem)

Not all compounds are listed; count on the stated rates, not on these rows.
